# GPR151 ag – activates the human receptor GPR151; Q8TDV0; PathHunter beta-arrestin GPR151 cells, luminescence; activation, % at 11.2 µM; 1% of 650,000 active; AID 1508602; in the data active means activation above about 4.9%;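 further: 0% = median of compound wells and 100% = cells with positive control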
# Target sequence (Q8TDV0 whole entry, looked up): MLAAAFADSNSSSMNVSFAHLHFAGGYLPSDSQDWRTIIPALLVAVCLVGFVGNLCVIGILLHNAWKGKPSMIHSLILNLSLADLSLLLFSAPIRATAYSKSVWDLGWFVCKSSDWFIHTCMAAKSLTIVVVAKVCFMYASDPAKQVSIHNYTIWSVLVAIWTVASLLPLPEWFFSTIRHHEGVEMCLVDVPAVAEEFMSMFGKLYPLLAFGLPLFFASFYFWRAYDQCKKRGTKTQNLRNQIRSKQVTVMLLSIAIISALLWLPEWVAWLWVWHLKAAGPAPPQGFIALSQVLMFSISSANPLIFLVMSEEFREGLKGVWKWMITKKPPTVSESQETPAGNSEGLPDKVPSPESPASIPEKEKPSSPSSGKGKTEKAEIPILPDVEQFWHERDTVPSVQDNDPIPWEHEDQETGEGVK
# FBW7 activator – activators of human E3 ligase FBW7. Q969H0. AID 1259310. AlphaScreen FBW7–phospho-cyclin E peptide binding, activator screen. 0.13% of 650,000 active. normalized activity (activation), % at 26.1 µM; in the data active means normalized activity above about 1.9%;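 further: purified mutant Fbw7 with reduced substrate affinity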
# Target sequence (Q969H0 whole entry, looked up): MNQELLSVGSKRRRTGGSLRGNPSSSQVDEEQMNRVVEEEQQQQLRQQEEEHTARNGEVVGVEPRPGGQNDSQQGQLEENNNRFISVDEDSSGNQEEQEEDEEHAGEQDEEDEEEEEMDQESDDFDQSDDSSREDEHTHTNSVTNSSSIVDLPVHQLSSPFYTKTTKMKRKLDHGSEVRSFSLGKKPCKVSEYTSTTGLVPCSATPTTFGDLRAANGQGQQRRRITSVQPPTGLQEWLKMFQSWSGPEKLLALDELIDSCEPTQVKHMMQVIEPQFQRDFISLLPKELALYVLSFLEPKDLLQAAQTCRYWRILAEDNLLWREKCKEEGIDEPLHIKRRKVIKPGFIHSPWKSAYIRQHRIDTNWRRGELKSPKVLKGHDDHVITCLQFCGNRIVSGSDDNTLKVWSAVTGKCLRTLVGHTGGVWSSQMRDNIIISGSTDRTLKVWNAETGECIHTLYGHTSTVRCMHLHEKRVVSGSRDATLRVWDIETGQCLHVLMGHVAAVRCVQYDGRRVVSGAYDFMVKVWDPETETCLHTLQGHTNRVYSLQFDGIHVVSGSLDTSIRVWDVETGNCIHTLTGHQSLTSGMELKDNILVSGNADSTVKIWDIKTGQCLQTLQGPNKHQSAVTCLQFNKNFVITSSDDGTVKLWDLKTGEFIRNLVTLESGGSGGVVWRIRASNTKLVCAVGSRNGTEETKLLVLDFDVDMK
# MITF inh – inhibitors of human MITF. O75030. AlphaScreen MITF homodimerization, bead proximity signal. inhibition, % at 2.6 µM. 0.91% of 650,000 active; in the data active means inhibition above about 50%;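 further: 0% = vehicle wells with protein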
# TEAD-YAP block – TEAD-YAP interaction inhibition; HEK-TIYL cells, TEAD-Gal4/YAP UAS-luciferase luminescence; inhibition, % at 9.12 µM; 1.4% of 640,000 active; AID 1259422; in the data active means inhibition above about 32%;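 further: 0% = median of test compound wells and 100% = reference inhibitor wells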
# Starred values were filed as active, the others as inactive.
# Results follow in this order: GPR151 ag | FBW7 activator | MITF inh | TEAD-YAP block
CCCCc1ccc(NC(=O)C(C)N(c2ccc(OC)cc2)S(C)(=O)=O)cc1 (stereo not given)
 : 1.0 | 0.0 | 2 | -8
CCOC(=O)c1cnc(SCC(=O)Nc2ccc(C)c(F)c2)nc1N
 : 0.2 | 0.1 | 2 | 3
Cc1[nH]c2ccccc2c1CCNS(=O)(=O)c1ccc(F)cc1
 : 0.2 | -0.1 | 17 | 3
CCOC(=O)c1c(C)[nH]c(C)c1C(=O)COC(=O)CCC(=O)c1cccs1
 : 0.9 | 0.6 | 10 | 2
CN(C)c1ccc(/C=N/NC(=O)c2cccs2)cc1
 : -2.1 | -0.1 | 5 | -44
CC(C)(CO)Nc1nc(-c2ccccc2)c2cc(Cl)ccc2n1
 : 1.8 | 0.2 | 8 | 0
COc1ccccc1NC(=O)c1ccc2c(c1)C(=O)N(c1ccc(I)cc1)C2=O
 : -0.1 | -0.1 | -9 | 0
Cc1ccc(C(=O)CC(NCCc2c[nH]c3ccccc23)C(=O)O)cc1 (stereo not given)
 : -1.3 | 0.0 | 4 | -1
COc1ccc(Cc2noc(-c3c(-c4ccccc4Cl)noc3C)n2)cc1
 : -0.6 | 1.8 | 16 | 8
CCOC(=O)Nc1sc(C)c(C)c1C(N)=O
 : 0.4 | -0.1 | -4 | 2

# Other results follow:
# Results follow in this order: GPR151 ag | FBW7 activator | MITF inh | TEAD-YAP block
O=C1N/C(=N\O)S/C1=C/c1cccc([N+](=O)[O-])c1
 : 4.0 | -0.1 | 2 | -7
CC(C)NC(=O)C1CCCN(S(=O)(=O)c2cccc3nonc23)C1 (stereo not given)
 : 0.2 | 0.0 | 3 | -6
O=C1c2ccccc2C(=O)c2cc(NC(=O)c3coc4ccccc34)ccc21
 : 0.2 | 0.1 | -17 | -20
COc1cc(/C=C/C(=O)OCC(=O)NC2CCCCCCC2)ccc1O
 : -0.7 | 0.3 | 8 | 1
CCC(C)NC(=O)C(=O)Nc1ccc(Cl)cc1C (stereo not given)
 : -1.0 | -0.1 | -2 | -25
Cc1ccc(CNc2nc(C)c(-c3ccn(CC4CC4)n3)s2)o1
 : 1.3 | 0.0 | 5 | -6
CCOc1cc(C=O)cc(Br)c1OC
 : -1.8 | 0.2 | 10 | -10
CCNC(=O)CC1C(=O)N(CC)C(=S)N1NC(=O)c1cccnc1 (stereo not given)
 : 0.0 | 0.1 | 6 | 12
Cc1ccc(OCCNCCCN)c(C)c1
 : 1.7 | -0.1 | -13 | 9
CCc1ccc(NC(=O)C2CCN(S(=O)(=O)c3ccc4c(c3)OCC(=O)N4)CC2)cc1
 : 0.5 | -0.1 | 0 | 9

# Remaining list, next part:
# Results follow in this order: GPR151 ag | FBW7 activator | MITF inh | TEAD-YAP block
Cc1cc(=O)[nH]c(SCC(=O)Nc2ccc(Br)cc2F)n1
 : 0.6 | 0.1 | -18 | 15
C=CCn1c(=NC(=O)c2ccc([N+](=O)[O-])o2)sc2cc(OC)ccc21
 : 2.8 | 0.0 | 6 | 12
Clc1nc(NC2CCN(Cc3ccccc3)CC2)c2ncn(-c3ccccc3)c2n1
 : -2.1 | 0.2 | -11 | -3
CCOC(=O)c1c(NC(=O)c2cccs2)sc(C(=O)Nc2cccc([N+](=O)[O-])c2)c1C
 : 1.1 | 0.0 | -10 | -13
CCCn1nc(C)cc1NC(=O)c1ncoc1-c1ccc(F)cc1
 : -0.5 | 0.3 | 12 | 3
COc1ccccc1C1C(C(=O)OCCc2ccccc2)=C(C)NC2=C1C(=O)CC(c1ccccc1)C2 (stereo not given)
 : 0.2 | 0.3 | -12 | -12
CC(=O)Nc1ccc(NC(=O)c2ccc([N+](=O)[O-])cc2)cc1
 : 1.7 | -0.4 | 6 | -8
COCCCNC(=S)NNC(=O)Cc1ccc(-c2ccccc2)cc1
 : -0.3 | -0.2 | -14 | 5
CCc1ccccc1NC(=O)CN(c1cccc(Cl)c1Cl)S(C)(=O)=O
 : 1.7 | -0.1 | 11 | 3
CNC(=O)NC(=O)N(C)S(C)(=O)=O
 : -1.0 | 0.0 | -7 | -1

# (cont.)
# Results follow in this order: GPR151 ag | FBW7 activator | MITF inh | TEAD-YAP block
CCOC(=O)c1sc(Nc2nc3ccc(F)cc3s2)nc1C
 : -1.1 | 0.0 | 0 | -6
COCCn1c(SCC(=O)Nc2ccc(C(N)=O)cc2)nnc1-c1ccc(Cl)cc1
 : -0.3 | -0.3 | 3 | 4
CCN(CC)c1ccc(NC(=O)CCN2C(=O)c3cccc([N+](=O)[O-])c3C2=O)cc1
 : -1.5 | -0.4 | -9 | 3
Cc1cc(-n2c(SCc3ccccc3)nc3ccsc3c2=O)ccc1Cl
 : 5.6* | 0.0 | 1 | -7
CCCc1cc(=O)[nH]c(SCC(=O)Nc2nnc(SCC(=O)NC(C)=O)s2)n1
 : -0.6 | 0.0 | 2 | -1
Cc1sc2nc(SCC(=O)Nc3ccc(S(N)(=O)=O)cc3)nc(N)c2c1C
 : 2.2 | 0.1 | -3 | -7
Cc1ccc(NC(=O)/C(=C\c2ccc3c(c2)OCO3)NC(=O)c2ccccc2Br)c(Br)c1
 : -0.6 | -0.1 | -7 | -1
CCOc1ccccc1/C=C1\N=C(c2ccc(Cl)cc2Cl)OC1=O
 : 2.0 | -0.2 | 3 | 0
CCC(C)N(C(C)CC)S(=O)(=O)c1ccc([N+](=O)[O-])cc1 (stereo not given)
 : 2.9 | -0.3 | -10 | -8
O=C(NCCc1nnc2n1CCN(Cc1cc3ccccc3o1)CC2)C1CCCO1 (stereo not given)
 : -0.3 | -0.1 | -6 | 7

# Continuation.
# Results follow in this order: GPR151 ag | FBW7 activator | MITF inh | TEAD-YAP block
COc1ccc(-c2cc(C(=O)O)on2)cc1
 : -0.7 | 0.2 | 11 | 0
Cc1ccc(S(=O)(=O)Nc2ccc(NC(=O)C3CCCCC3C(=O)O)cc2)cc1 (stereo not given)
 : 0.2 | 0.5 | -2 | 6
CCCCN(CC)S(=O)(=O)c1cc(C(=O)Nc2ccc(C(C)C)cc2)ccc1F
 : 1.4 | -0.1 | 1 | -2
CCOc1ccc(C(C)NC(=O)c2ccc([N+](=O)[O-])cc2)cc1 (stereo not given)
 : 0.2 | -0.1 | -4 | 7
COc1ccc(CCNC(=O)CN(Cc2ccccc2)S(=O)(=O)c2ccccc2)cc1OC
 : -0.2 | -0.1 | 11 | 16
CCN(CC)c1nc2c(S(=O)(=O)c3ccc(C)c(C)c3)nnn2c2ccsc12
 : -1.8 | 0.6 | 2 | 5
Cc1cccc(N2CCN(C(=O)c3ccc4c(c3)C(=O)N(CCC3=CCCCC3)C4=O)CC2C)c1 (stereo not given)
 : -1.8 | 0.2 | 2 | -4
CCn1c(=O)n(CC(=O)Nc2cccc(Cl)c2)c(=O)c2ccccc21
 : 2.2 | -0.1 | 3 | -8
Cc1ccc(Cl)c2c1N[C@@H](c1ccc(S(=O)(=O)N3CCOCC3)cc1)[C@H]1CC=C[C@@H]21
 : -0.4 | -0.1 | 2 | -14
c1nc(Nc2ccc3c(c2)OCO3)cc(N2CCC(N3CCOCC3)CC2)n1
 : -1.3 | -0.3 | 40 | -5

# The results go on:
SMILES,GPR151 ag,FBW7 activator,MITF inh,TEAD-YAP block
COc1ccc(-c2nc3ncnc(NC4CCN(Cc5ccccc5)CC4)c3[nH]2)cn1,0.7,-0.3,1,3
Oc1ccc(/C=C/c2nc3ccccc3s2)cc1,-10,0.5,13,73*
CCCOc1cccc(C(=O)Nc2cccc(-c3nc4ncccc4o3)c2)c1,0.7,-0.1,-6,7
Cc1sc2ncnc(SCC(=O)c3cccc([N+](=O)[O-])c3)c2c1C,-0.7,-0.3,0,-9
CCN=c1scc(C)n1/N=C/c1cc(Br)ccc1OC,0.5,-0.1,9,5
Cn1c(=O)c(=O)n(C)c2cc(S(=O)(=O)CCC(=O)Nc3ccc(Cl)cc3)ccc21,-0.5,-0.1,8,-9
CCOC(=O)C1=C(c2ccccc2)Nc2ncnn2C1c1ccc(OC)c(OCC)c1 (stereo not given),0.8,-0.1,2,-4
O=C(CCSc1ccccc1)NCc1ccccc1,1.9,0.2,11,-2
CC1CCN(CC(=O)n2c3ccccc3c3ccccc32)CC1,0.1,0.1,2,5
COc1ccc2nc(NC(=O)c3ccccc3NS(=O)(=O)c3ccc(C)cc3)sc2c1,0.1,1.1,15,26
Cc1cccc(-n2cc(-c3ccccc3)nc2SCC(=O)Nc2ccccc2Cl)c1,2.6,0.0,9,-20
COc1ccc(CC(=O)NCCc2cc3ccc(C)cc3[nH]c2=O)cc1OC,0.6,-0.3,8,-6

# New compounds follow
SMILES,GPR151 ag,FBW7 activator,MITF inh,TEAD-YAP block
O=C1c2cccc([N+](=O)[O-])c2C(=O)N1CNc1ccc(Cl)cn1,0.8,0.0,-4,0
CC(=O)c1ccc(N2CCN(c3ncnc4c3c(-c3ccccc3)cn4-c3ccc(F)cc3)CC2)cc1,-0.8,0.0,7,2
O=C(CN(c1ccccc1F)S(=O)(=O)c1ccccc1)Nc1ccccc1C(=O)O,-1.0,0.0,-24,5
CC(=O)Nc1ccc(S(=O)(=O)N(C)CC(=O)NNc2c(F)c(F)cc(F)c2F)cc1,-0.3,-0.1,10,-3
COc1cccc(CN2CCN(C(=O)c3cc4nc(C)cc(C)n4n3)[C@@H](C)C2)c1,-0.8,-0.1,-6,-4
O=C(Nc1ccc2c(c1)CN(C(=O)C1CCOC1)CC2)c1ccccc1Cl (stereo not given),0.2,0.2,8,51*
COCCOC(=O)C1=C(C)NC2=C(C(=O)CC(c3ccc(OC)cc3)C2)C1c1cccc([N+](=O)[O-])c1 (stereo not given),-0.5,-0.1,2,15
CC(Nc1cc(N2CCCC2)ccc1[N+](=O)[O-])c1ccc(Br)cc1 (stereo not given),-0.8,-0.2,6,6
COc1ccc(C(=O)Nc2ccc(C3(C#N)CCCC3)cc2)cc1,-0.8,-0.1,3,0
Cn1c(=O)c2c(nc(NCc3ccco3)n2Cc2ccccc2)n(C)c1=O,0.4,0.1,2,29
COC(=O)c1ccc(C(=O)OC)c(NC(=O)COC(=O)COc2ccc(C#N)cc2)c1,0.5,0.3,0,5
O=[N+]([O-])c1cccc(/C=C/c2ccc3c(Cl)ccc(O)c3n2)c1,-0.1,-0.1,-6,1

# The list continues.
SMILES,GPR151 ag,FBW7 activator,MITF inh,TEAD-YAP block
Cn1cccc1/C=C1/SC(=S)N(c2cccc(C(=O)O)c2)C1=O,0.2,0.2,14,-26
CC(C)[C@@H](CO)Nc1ccc2ncc(-c3ccc(O)cc3)n2n1,-0.5,1.6,-6,-7
Cc1c(NC(=O)C(C)C)cccc1-c1nc2ccccc2[nH]1,1.1,-0.1,-6,-6
CC1CCCCN1c1nnc(NC(=O)Cn2c(=O)oc3ccccc32)s1 (stereo not given),1.3,0.1,0,0
COC(=O)c1c(NC(=O)c2cccc(OC)c2OC)sc2c1CCN(C(=O)OC)C2,1.0,0.3,9,14
Cc1ccc2onc(CNC(=O)N3CCN(c4cccc(Cl)c4)CC3)c2c1,-1.4,0.0,2,10
O=C(Cn1c2c(c3ccccc31)CCC2)Nc1ccc(Cn2cccn2)cc1,0.9,0.1,10,-13
C=CCOc1ccc(/C=C2\SC(=S)N(CC(=O)O)C2=O)cc1,-1.0,-0.3,-5,2
COC(=O)COc1ccc(C2Nc3ccccc3S(=O)(=O)N2Cc2ccccc2)cc1 (stereo not given),-0.6,0.0,15,7
COc1ccc(C(=O)C(O)C(c2ccc(C)cc2)N2CCOCC2)cc1OC (stereo not given),-0.6,0.8,20,1
O=C1CC(N2CCCc3ccccc32)C(=O)N1c1ccccc1Cl (stereo not given),0.9,-0.1,7,6
CN1CCN(C(=O)c2ccc(-c3ncc(C(=O)NCc4cccc(C(F)(F)F)c4)s3)cc2)CC1,1.4,0.0,11,3

# A second format for two compounds above.
CCCn1nc(C)cc1NC(=O)c1ncoc1-c1ccc(F)cc1
  GPR151 ag = -0.5 | FBW7 activator = 0.3 | MITF inh = 12 | TEAD-YAP block = 3
COc1ccc(CC(=O)NCCc2cc3ccc(C)cc3[nH]c2=O)cc1OC
  GPR151 ag = 0.6 | FBW7 activator = -0.3 | MITF inh = 8 | TEAD-YAP block = -6

# Next part:
SMILES,GPR151 ag,FBW7 activator,MITF inh,TEAD-YAP block
CCN1CCN(CCCNC(=O)c2sc3ncn(CC(=O)N4CCCCC4C)c(=O)c3c2C)CC1 (stereo not given),-0.9,-0.1,7,8
Cc1ccc(NC(=O)CSCC(=O)Nc2ccccc2F)cc1,1.9,0.1,-5,-3
Cc1ccc(/C=C(\NC(=O)c2ccc(C)cc2)C(=O)NC(C)C)cc1,0.0,0.0,18,7
O=C(NCCc1ccccc1)C1(S(=O)(=O)c2ccc(Cl)cc2)CC1,0.0,2.0*,-24,3
O=C1C2C(C(=O)N1c1cc(C(F)(F)F)ccc1Cl)C1(c3ccccc3)C(=O)C2(c2ccccc2)C(c2ccccc2)=C1c1ccccc1 (stereo not given),-1.0,1.3,19,0
CC(C)c1ccc(NC(=O)CN2C(=O)C3CC=CCC3C2=O)cc1 (stereo not given),0.9,-0.1,8,3
O=C(Nc1nnc(SCc2ccccc2F)s1)c1ccc([N+](=O)[O-])cc1,-0.4,0.3,11,12
CCCCNc1nc2c(c(=O)[nH]c(=O)n2C)n1CCC(C)C,1.5,0.0,24,1
COc1cc2c(cc1OC)n(CC(=O)Nc1c(C)cccc1C)n1c(C)cc(=O)nc21,0.6,0.0,-13,-3
O=C(CCc1ccccc1)N(CCCN1CCOCC1)c1nc2c(F)cc(F)cc2s1,1.3,-0.2,15,-20
COc1cccc(/C(C)=N/NS(=O)(=O)c2ccc(Cl)cc2)c1,5.3*,-0.1,-23,-2
COc1ccc(CCNc2nc(Nc3nc4ccccc4n3C)nc3c2ncn3C(C)C)cc1,1.9,-0.1,2,10
O=C(Nc1ccc2oc(-c3cccc4ccccc34)nc2c1)c1ccc(Cl)c([N+](=O)[O-])c1,-0.1,-0.5,2,-1

# Screening data from PubChem.
